Screens (PubChem)
KCNQ2 block: KCNQ2 potassium channel inhibitors, primary screen, cell-based, CHO-K1, FluxOR thallium flux, B-score (AID 2156). 20 min; hits give low values. B-score at 10 µM. 310,000 compounds, 1.1% hits;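 active means fluorescence ratio B-score at most minus 3 library SDs, with starting brightness B-score within 2 library SDs, cut at about -5.5 in these data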
STK33 kinase inh: inhibitors of purified STK33 kinase, primary screen, biochemical, ADP-Glo luminescence, homogeneous, cell-free; MBP phosphorylation; 320,000 compounds, 0.073% hits; inhibition, % at 10 µM; AID 2661, 2010; Serine/threonine-protein kinase 33 (Homo sapiens), Q9BYT3;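 active means inhibition at or above 25%, using the most active replicate where run in duplicate; inactive means inhibition below 25%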
Target sequence (Q9BYT3 whole entry, looked up): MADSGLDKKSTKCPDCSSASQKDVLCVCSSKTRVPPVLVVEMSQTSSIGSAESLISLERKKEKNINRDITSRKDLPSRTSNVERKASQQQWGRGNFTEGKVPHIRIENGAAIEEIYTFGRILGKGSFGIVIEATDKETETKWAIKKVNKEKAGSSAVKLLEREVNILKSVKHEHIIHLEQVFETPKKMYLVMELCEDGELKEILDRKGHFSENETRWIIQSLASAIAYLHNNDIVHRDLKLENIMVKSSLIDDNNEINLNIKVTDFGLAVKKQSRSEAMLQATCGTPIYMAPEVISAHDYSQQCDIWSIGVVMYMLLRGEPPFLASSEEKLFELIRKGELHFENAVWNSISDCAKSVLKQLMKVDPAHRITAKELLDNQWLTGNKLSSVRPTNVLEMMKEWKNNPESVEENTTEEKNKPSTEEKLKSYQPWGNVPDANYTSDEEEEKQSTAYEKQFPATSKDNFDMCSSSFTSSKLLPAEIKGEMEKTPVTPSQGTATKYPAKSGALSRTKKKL
OX1R FRET antag: antagonists of human orexin 1 receptor (OX1R); Orexin/Hypocretin receptor type 1 (Homo sapiens), O43613; OX1R-expressing cells, FRET antagonist read-out; inhibition, % at 6.6 µM; 330,000 compounds, 1.8% hits; AID 485270, 2010; in the data active means inhibition mostly above about 38%, no sharp cut-off; inactive means mostly below about 40%;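 further: 0% = agonist challenge alone and 100% = reference antagonist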
Target sequence (O43613 whole entry, looked up): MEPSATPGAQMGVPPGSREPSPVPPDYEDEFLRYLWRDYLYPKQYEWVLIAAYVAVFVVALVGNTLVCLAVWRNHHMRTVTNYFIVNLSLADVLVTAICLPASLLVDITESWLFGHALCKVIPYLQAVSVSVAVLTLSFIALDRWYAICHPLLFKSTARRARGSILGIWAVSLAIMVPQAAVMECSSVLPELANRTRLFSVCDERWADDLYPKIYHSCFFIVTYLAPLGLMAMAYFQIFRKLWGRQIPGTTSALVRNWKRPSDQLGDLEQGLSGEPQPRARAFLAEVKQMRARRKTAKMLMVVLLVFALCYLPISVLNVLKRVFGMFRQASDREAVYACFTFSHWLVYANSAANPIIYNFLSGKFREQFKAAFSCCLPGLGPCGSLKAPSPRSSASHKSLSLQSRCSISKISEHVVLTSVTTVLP
* marks the source's active call; other numbers are inactive results; i = inactive; x = not tested or not shown. Hits appear at their usual frequency. About 2.7% of those tested had a hit in this group.

mol	KCNQ2 block	STK33 kinase inh	OX1R FRET antag
CC(C)(C)SCCNS(=O)(=O)c1ccc(C#N)cc1	i	-3.3	2
O=C(NCc1ccc(F)cc1)C1CCCN(S(=O)(=O)c2cccc3nsnc23)C1 (stereo not given)	i	0.3	35
CC1CCCN(C(=O)CSCC(=O)Nc2nc(-c3cccs3)cs2)C1 (stereo not given)	i	-0.3	29
COCCNC(=O)NC(=O)COC(=O)c1ccc2[nH]c3c(c2c1)CCCC3	i	-1.9	2
Cc1c(/C=N/NC(=O)c2cccnc2)c2ccccc2n1Cc1ccccc1	i	0.2	48
NS(=O)(=O)CCCc1ccccc1	i	-0.1	4
CC(=NCCCN(C)C)C1=C(O)c2ccccc2C1=O	i	4.8	16
C1CCC2(CC1)C1=C(CCCC1)Nc1nnnn12	i	-0.3	12
Cc1cc2nc(-c3cccnc3SCC(=O)NC3CC3)[nH]c2cc1C	i	-0.6	35
COc1ccc(-c2nnc3sc(-c4ccccc4OC)nn23)cc1	i	-1.4	5
CNc1nc(-c2ccc(OC)cc2)c(-c2ccc(OC)cc2)s1	i	-1.7	15
O=C(N/N=C\c1cccc([N+](=O)[O-])c1O)C1COc2ccccc2O1 (stereo not given)	i	-0.9	38
CC1CCN(c2ccccc2NC(=O)c2ccc(F)cc2)CC1	-9.3*	2.4	13
Fc1ccc(-c2nc3ccccc3c3nc4ccccc4n23)cc1	i	-1.4	44
CCCCn1c(SCC(=O)Nc2nnc(C)s2)nnc1-c1ccncc1	i	1.0	10
CC1CC(=O)c2cn3c(nc2C1)nc1ccccc13 (stereo not given)	x	0.8	7
CC(=O)c1cccc(NC2c3ncccc3C(=O)N2Cc2ccco2)c1 (stereo not given)	i	x	5
Cc1cc(C)c(S(=O)(=O)NCC2CCC(C(=O)NCc3ccccn3)CC2)c(C)c1 (stereo not given)	i	4.2	2
CN(CCC#N)S(=O)(=O)c1ccc2c(c1)c(=O)n(C)c(=O)n2C	i	-2.1	14
NC(=O)c1nc(-c2ccco2)nc2c1[nH]c(=O)n2-c1ccc(Cl)c(Cl)c1	i	0.1	12

(next part)
mol	KCNQ2 block	STK33 kinase inh	OX1R FRET antag
CCCCCCn1c(N(CC)CC)nc2c1c(=O)[nH]c(=O)n2C	i	0.5	10
CC1=NNC(=O)C1CC(=O)N/N=C/c1cccs1 (stereo not given)	i	1.6	6
O=C(NCc1ccco1)C(c1cccnc1)N(C(=O)Cn1nnc2ccccc21)c1ccc(F)cc1 (stereo not given)	i	-2.4	12
N#Cc1ccc(CSc2ncnc3c2cnn3Cc2ccccc2)cc1	i	0.8	-4
O=C(CCCCCN1C(=O)c2ccccc2C1=O)Nc1ccccc1F	i	-0.3	17
O=C(Nc1ccc2c(c1)OCCO2)c1cccc(Br)c1	i	1.2	x
COc1ccc(S(N)(=O)=O)cc1C(=O)N1CCCC1	i	-0.8	20
COC(=O)c1ccc(/C=N/NC(=O)CNc2cccc(C)c2)cc1	i	0.3	20
O=C(c1ccc(Cl)cc1Cl)N1CCc2ccccc21	i	-1.2	14
Cc1ccc(C)c(NC(=S)N2CCC(NC(=O)c3ccc(F)cc3)CC2)c1	i	0.8	2
CC(C)Cc1ccc(CN2CCCC(NC(=O)CCN3CCCO3)C2)cc1 (stereo not given)	i	-1.0	17
COc1ccc(Cl)cc1NC(=O)CSc1nnc(CNC(=O)c2cccs2)o1	i	-1.2	1
Cc1ccc(NC(=O)N2Cc3ccccc3CC2C(=O)NC(C)(C)C)cc1 (stereo not given)	i	-0.1	15
O=S(=O)(CC(O)COc1ccccc1Cl)c1ccccc1 (stereo not given)	i	-1.5	11
COC(=O)c1c(NC(=O)CN2CCN(c3ccccc3OC)CC2)c2cc(C)ccc2n1C	i	x	4
C[C@@H](CC#N)CN1CC[C@H](C(C)(C)C)CCC1=O	i	-0.5	22
Cn1c(=O)c(=O)n(C)c2cc(S(=O)(=O)N3CCN(c4ccccc4F)CC3)ccc21	i	-2.6	-1
O=C(CSc1ccccc1)Nc1ccc(S(=O)(=O)NCC2CCCO2)cc1 (stereo not given)	i	0.8	19
O=C(Nc1nncs1)c1cccc(S(=O)(=O)N2CCOCC2)c1	i	-0.4	4
CCN(CC)S(=O)(=O)c1ccc(C(C)NC(=O)Cc2c[nH]c3ccccc23)cc1 (stereo not given)	i	1.1	10

Continued:
mol	KCNQ2 block	STK33 kinase inh	OX1R FRET antag
Cc1cc(=O)n2c(n1)NC(=NCc1ccccc1)NC2c1ccccc1 (stereo not given)	i	-0.9	6
Cc1cccc(NCC(=O)c2c(N)n(C)c(=O)n(C)c2=O)c1C	i	0.8	7
CCC(C)[C@@H](N)C(=O)N/N=C/c1cccc2nccnc12 (stereo not given in full)	i	7.5	18
COc1ccc(CN(C(=O)c2ccc(C)cc2)c2cccc(N)c2)cc1	i	-0.1	6
CCCC(=O)Nc1nnc(SCC(=O)Nc2nc(C)cs2)s1	i	-1.6	19
N=c1n(CCO)c2ccccc2n1CCN1CCCCC1	i	4.1	4
Cc1ccc(C)c(OCCn2cc(/C=C(\C#N)C(=O)NCC3CCCO3)c3ccccc32)c1 (stereo not given)	i	0.8	15
COC(=O)c1ccccc1NC(=O)c1cncc(Br)c1	i	-1.0	12
COc1cccc(S(=O)(=O)Nc2cccnc2)c1	i	-0.9	0
COc1ccc(/C=C(/NC(=O)c2ccccc2)C(=O)N/N=C/c2ccncc2)cc1	i	0.1	12
O=C(O)CCC(=O)N1CCc2cc(S(=O)(=O)NC3CCCc4ccccc43)ccc21 (stereo not given)	i	-0.3	7
CN(Cc1cccnc1)C(=O)c1cc(COc2ccc3ncccc3c2)on1	i	-1.0	25
O=C(CN1C(=O)S/C(=C\c2cccs2)C1=O)Nc1ccc(C(=O)O)c(O)c1	i	-4.2	10
CNC1=C(N(C(C)=O)c2ccc(Br)cc2)C(=O)c2ccccc2C1=O	i	9.1	105*
Cc1ccc(C(=O)NC2CC2)cc1S(=O)(=O)N1CCOCC1	x	0.0	4
Cc1cc(OCC(=O)N2CCc3ccccc3C2)c2c(-c3ccccc3)cc(=O)oc2c1	-7.5*	-2.5	18
Cc1cc(N2CCN(C)CC2)nc(=S)[nH]1	i	-1.3	-1
O=C(COc1ccc(Br)cc1)NCCCNC(=O)c1ccncc1	i	-1.7	9
Cc1ccc(N(C(=O)c2csnn2)C(C(=O)NC2CCCC2)c2cccnc2)c(C)c1 (stereo not given)	i	-1.0	15
Nc1nn(-c2ccccc2Cl)cc1-c1nn[nH]n1	i	0.1	19

Structures listed so far shown as hits in OX1R FRET antag.
mol	KCNQ2 block	STK33 kinase inh	OX1R FRET antag
CNC1=C(N(C(C)=O)c2ccc(Br)cc2)C(=O)c2ccccc2C1=O	i	9.1	105*

Additional records follow:
Every second line gives: KCNQ2 block, STK33 kinase inh, OX1R FRET antag
> COc1cc(OC)c(OC)cc1CCC(C)NCCC(c1ccccc1)c1ccccc1 (stereo not given)
 : i, -0.1, 4
> COc1cc(/C=N/NC(N)=O)cc([N+](=O)[O-])c1O
 : i, 1.8, 91*
> CS(=O)(=O)N1CCN(c2ccccc2NC(=S)NC(=O)c2ccco2)CC1
 : i, 0.2, -2
> Cn1c(=O)c2c(ncn2C)n(C)c1=O
 : i, -0.2, 14
> Cc1ccc(C(=O)OCC(=O)N2C(C)CCCC2C)s1 (stereo not given)
 : x, -0.7, 5
> O=[N+]([O-])c1ccc2[nH]c(O)c(N=Nc3ccc(F)cc3)c2c1
 : i, 0.4, 9
> COc1ccc(OC(=O)COc2ccc(Cl)cc2)cc1
 : i, -2.0, 1
> CCCN(CC1CC1)C(=O)CCc1nnc(C(OC)c2ccccc2)o1 (stereo not given)
 : i, -2.1, 7
> CC(C)C(=O)NC(=S)Nc1ccc(S(=O)(=O)N2CCN(C)CC2)cc1
 : i, 0.5, 4
> CC(c1ccccc1)n1c(Cn2ncc3ccccc3c2=O)n[nH]c1=S (stereo not given)
 : i, -2.4, 3

The list goes on:
Every second line gives: KCNQ2 block, STK33 kinase inh, OX1R FRET antag
> O=C(O)CCc1nc(-c2ccccc2)c(-c2ccccc2)o1
 : i, -1.8, 16
> O=C(CCc1nc2ccccc2c(=O)[nH]1)Nc1ccc(Cl)c(Cl)c1
 : i, -0.8, 58
> COc1ccc(C(=O)Nc2ccccc2C(=O)NC(Cc2ccc(O)cc2)C(=O)NNC(=O)c2ccccc2Cl)cc1 (stereo not given)
 : i, -1.3, 2
> CC(=O)Nc1ccc(NC(=O)COC(=O)/C=C/c2ccc3c(c2)OCO3)cc1
 : x, -0.8, 10
> O=C(COc1ccc(Br)cc1Br)NC(=S)N1CCCc2ccccc21
 : i, -2.3, 13
> CC(=O)C1=C(O)C(=O)N(c2ccc(O)cc2)C1c1cccc([N+](=O)[O-])c1 (stereo not given)
 : i, -2.7, 25
> Clc1ccc(C2=CSC3=NCCN23)cc1Cl
 : i, -1.5, 7
> CC(=O)NC1=NN(C(C)=O)C(C)(c2ccccn2)S1 (stereo not given)
 : i, 0.3, 16
> NC(=O)c1ccc(NC(=O)COC(=O)C2CCN(S(=O)(=O)c3cccs3)CC2)cc1
 : x, 1.5, -5
> Cc1ccc(-n2nnnc2-c2cccs2)cc1[N+](=O)[O-]
 : i, -0.7, 8

Additional structures
Every second line gives: KCNQ2 block, STK33 kinase inh, OX1R FRET antag
> CCN1/C(=C/c2cc[n+](C)cc2)C=Cc2cc(C)ccc21
 : x, 1.4, 28
> Cc1nnc2c3ccccc3c(-c3ccccc3)nn12
 : i, -0.8, 26
> Cc1nnc(NC(=O)CSc2nccn2C)s1
 : i, -0.7, 16
> CCCCCn1c(=O)[nH]c2cc(C(=O)N3CCN(c4ccccc4F)CC3)ccc2c1=O
 : i, 0.3, 19
> O=C(OCc1nc2ccccc2s1)c1ccc(Br)s1
 : i, 0.2, 11
> COc1ccccc1CC(=O)NCc1nn(-c2ccccc2)nc1C
 : i, -0.9, 7
> COc1ccccc1CNC(=O)COc1ccc(S(=O)(=O)N2CCCC2)cc1
 : i, 0.2, 8
> CCCCN1C(=O)/C(=C2/Sc3ccc(Cl)cc3N2CC)SC1=S
 : i, 0.6, -12
> CC1(C)CC2CC(C)(CN2C(=O)NC(=O)c2ccccc2)C1 (stereo not given)
 : i, x, 17
> Cc1ccc(NC(=O)COc2ccc(Br)cc2C)cc1
 : i, x, 22

(list continues)
Every second line gives: KCNQ2 block, STK33 kinase inh, OX1R FRET antag
> COc1ccc(NC(=O)CN2C(=O)CSc3ccc(S(=O)(=O)N4CCCC4)cc32)cc1OC
 : i, -0.2, 11
> COc1cccc(Cn2cc(/C=N/NC(=O)c3cc(O)cc(O)c3)c3ccccc32)c1
 : i, -0.8, 16
> CCn1nc(C)cc1-c1n[nH]c(=S)n1N
 : i, -0.7, 2
> CCCCC(=O)NC1=NC(=O)C(C)(C)S1
 : i, -0.3, 5
> CC(OC(=O)C1=COCCO1)C(=O)NC(C)c1ccc(Cl)cc1Cl (stereo not given)
 : i, -1.0, 6
> O=C1N(c2ccccc2)C(c2ccccc2)N2CCCN12 (stereo not given)
 : i, -1.5, -2
> COc1ccc(NC(=O)CN2CCN(CC(=O)Nc3ccc(F)cc3)CC2)cc1Cl
 : i, 0.5, -2
> C/C(=N\NC(=O)C1COc2ccccc2O1)c1ccccn1 (stereo not given)
 : i, 0.9, 11
> CC(=O)c1cc(-c2ccccc2)n(CCC(=O)NC(C)(C)C)c1C
 : i, 0.6, 18
> CCNC(=O)Nc1nc2ccccc2s1
 : i, 4.5, 8

As a short view, some entries already given.
Every second line gives: KCNQ2 block, STK33 kinase inh, OX1R FRET antag
> COc1ccc(NC(=O)CN2C(=O)CSc3ccc(S(=O)(=O)N4CCCC4)cc32)cc1OC
 : i, -0.2, 11
> COc1cccc(Cn2cc(/C=N/NC(=O)c3cc(O)cc(O)c3)c3ccccc32)c1
 : i, -0.8, 16
> CCn1nc(C)cc1-c1n[nH]c(=S)n1N
 : i, -0.7, 2
> CCCCC(=O)NC1=NC(=O)C(C)(C)S1
 : i, -0.3, 5
> CC(OC(=O)C1=COCCO1)C(=O)NC(C)c1ccc(Cl)cc1Cl (stereo not given)
 : i, -1.0, 6

Continued:
Every second line gives: KCNQ2 block, STK33 kinase inh, OX1R FRET antag
> Cc1cccn2c(=O)nc(SCC(=O)NCc3ccccc3)nc12
 : i, -0.4, 5
> O=C(Nc1ccc(N2CCOCC2)cc1)Nc1ccc(Cl)c(Cl)c1
 : -6.6*, 0.7, 19
> COc1cccc(N2CCN(C(=O)c3ccc(=O)oc3)CC2C)c1 (stereo not given)
 : i, 2.3, 13
> NS(=O)(=O)c1ccc(CCNC(=S)NC2CCCCC2)cc1
 : i, 3.4, 17
> CCOCCCNC(=O)/C(C#N)=C/c1ccc(C)o1
 : i, -1.4, 30
> CC(NC(=O)c1noc2c1CCCCC2)c1ccccc1 (stereo not given)
 : i, -1.2, 12
> O=C(NCc1ccc(Cl)cc1)C1CCC(=O)N(C2CCCCCC2)C1 (stereo not given)
 : i, -1.5, 29
> OCCN(CCO)CC(O)COc1ccc2c(c1)OCO2 (stereo not given)
 : i, -0.3, 10
> Nc1nn(S(=O)(=O)c2ccccc2)cc1-c1ccc([N+](=O)[O-])cc1
 : i, -1.5, 20
> COc1cc(/C=N/NC(=S)Nc2cccc(Cl)c2C)ccc1OCC(=O)N1CC(C)OC(C)C1 (stereo not given)
 : i, -0.2, 12

(further entries)
Every second line gives: KCNQ2 block, STK33 kinase inh, OX1R FRET antag
> COc1cc(C)c(Cl)cc1S(=O)(=O)NCC1CCCO1 (stereo not given)
 : i, 4.1, 7
> COc1ccccc1CNC(=O)N1CCN(c2ccccc2C)CC1
 : i, 4.3, 13
> O=C(CSc1nnc2ncccn12)N1CCCCCC1
 : i, -1.8, 5
> O=C(NC1CCCC1)C(c1ccc(F)cc1)N(C(=O)Cc1cccs1)c1ccc2c(c1)OCCO2 (stereo not given)
 : i, 2.3, -3
